Screening data (PubChem)
Fh CTSL1 inh: Fasciola hepatica cathepsin L1 inhibitors, primary screen, counter-screen for PFM18AAP inhibitor project, biochemical, QFRET, fluorogenic peptide substrate. AID 1906, 2009. recombinant F. hepatica cathepsin L1, Z-Leu-Arg-MCA fluorescence. 300,000 compounds, 0.49% hits. inhibition, % at 5.96 µM;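 active = inhibition above the mean of all tested compounds plus 3 SD, set per screening campaign, cut at about 17% in these data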;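 also: 0% = plate median of test compound wells and 100% = 1 µM Z-Phe-Ala-diazomethylketone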
PP5 inh: PP5 phosphatase inhibitors, primary screen, biochemical, fluorescence; Serine/threonine-protein phosphatase 5 (Homo sapiens), P53041; purified PP5c, OMFP substrate fluorescence; inhibition, % at 6.7 µM; 320,000 compounds, 0.18% hits; AID 1987, 2009;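 active = inhibition above the campaign's mean inhibition across all tested compounds plus 3 SD, cut at about 9.5% in these data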;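 also: 0% = DMSO only and 100% = 100 µM cantharidin control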
Target sequence (P53041 whole entry, looked up): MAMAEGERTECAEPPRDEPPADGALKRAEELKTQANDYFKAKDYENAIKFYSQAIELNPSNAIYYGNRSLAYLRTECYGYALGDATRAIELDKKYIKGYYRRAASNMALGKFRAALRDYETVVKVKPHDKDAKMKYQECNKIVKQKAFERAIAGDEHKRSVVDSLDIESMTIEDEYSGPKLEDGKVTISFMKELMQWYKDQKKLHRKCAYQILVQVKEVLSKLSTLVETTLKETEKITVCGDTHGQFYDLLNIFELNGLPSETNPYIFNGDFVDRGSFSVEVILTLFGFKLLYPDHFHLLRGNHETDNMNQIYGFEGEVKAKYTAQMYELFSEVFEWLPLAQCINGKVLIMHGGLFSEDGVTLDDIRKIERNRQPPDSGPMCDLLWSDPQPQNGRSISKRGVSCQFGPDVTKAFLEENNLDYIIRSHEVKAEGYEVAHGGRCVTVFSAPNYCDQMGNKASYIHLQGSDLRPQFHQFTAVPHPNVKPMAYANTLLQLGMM
core dimer inh: inhibitors of HCV core protein dimerization, primary screen, biochemical, TR-FRET, high-throughput; TR-FRET GST/Flag-core106 dimerization, 1536-well; inhibition, % at 5 µM; 300,000 compounds, 0.33% hits; AID 1899, 2009;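 active = inhibition above the mean of all tested compounds plus 3 SD, set per screening campaign, cut at about 45% in these data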
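Material: Tagged HCV core106 pair (GST and Flag) | Amount: GST-core106 13.5 nM, Flag-core106 17 nM | Medium: KF-containing HEPES buffer, pH 7.45, DTT, CHAPS, BSA | Reagent: Eu donor and XL665 acceptor anti-tag antibodies | Schedule: 4 h at 22.5 °C | Technique: Time-resolved FRET, ex 340 nm, em 617 and 671 nm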
TPT1 inhibitor: Candida albicans TPT1 enzyme inhibitors, primary screen, biochemical, fluorescence polarization | 300,000 compounds, 0.81% hits | recombinant caTPT1, FP RNA substrate dephosphorylation | inhibition, % at 5 µM;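 active = inhibition above the mean of all tested compounds plus 3 SD, set per screening campaign, cut at about 24% in these data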;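 also: plate controls were DMSO alone for no effect and ferristatin control at 100 nM for full effect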
ZTA counter: blocks Epstein-Barr virus ZTA, an EBNA-1 counter-screen; P03206; ZTA-DNA binding, fluorescence polarization; inhibition, % at 11 µM; 320,000 compounds, 0.15% hits; AID 2234; in the data active = inhibition above about 33%
Target sequence (P03206 whole entry, looked up): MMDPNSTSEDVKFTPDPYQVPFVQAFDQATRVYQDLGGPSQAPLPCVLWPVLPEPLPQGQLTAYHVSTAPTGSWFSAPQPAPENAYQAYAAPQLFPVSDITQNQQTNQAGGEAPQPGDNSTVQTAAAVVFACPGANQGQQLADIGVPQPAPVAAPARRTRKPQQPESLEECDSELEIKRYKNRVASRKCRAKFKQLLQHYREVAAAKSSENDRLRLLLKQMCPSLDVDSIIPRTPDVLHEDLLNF
EBNA-1 inh: EBNA-1 DNA-binding inhibitors, primary screen, biochemical, fluorescence polarization. inhibition, % at 14.8 µM. 300,000 compounds, 0.34% hits; in the data active = inhibition above about 28%
CR mimetic SO: reduction of superoxide in aged yeast, primary screen, HTS; AID 2690, 2010; S. cerevisiae aged cells, superoxide DHE fluorescence; active compounds read low; superoxide response (% of plate mean), % at 10 µM; 330,000 compounds, 0.18% hits;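 active = superoxide response under a set limit, about three screen SD below normal, cut at about 65% in these data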;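 also: yeast aged for seven days with compound at 30 °C before DHE staining; 100% = average MFI of all compound-treated wells on the plate with controls excluded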
PP1 counter: PP1-alpha phosphatase inhibitors, primary screen, counter-screen for PP5 inhibitor project, biochemical, fluorescence, OMFP substrate, single point; Serine/threonine-protein phosphatase PP1-alpha catalytic subunit (Homo sapiens), P62136; purified PP1alpha; inhibition, % at 6.7 µM; 320,000 compounds, 0.9% hits;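 active = inhibition above the mean inhibition of all tested compounds plus 3 SD, computed separately for each screening campaign, cut at about 15% in these data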
Target sequence (P62136 whole entry, looked up): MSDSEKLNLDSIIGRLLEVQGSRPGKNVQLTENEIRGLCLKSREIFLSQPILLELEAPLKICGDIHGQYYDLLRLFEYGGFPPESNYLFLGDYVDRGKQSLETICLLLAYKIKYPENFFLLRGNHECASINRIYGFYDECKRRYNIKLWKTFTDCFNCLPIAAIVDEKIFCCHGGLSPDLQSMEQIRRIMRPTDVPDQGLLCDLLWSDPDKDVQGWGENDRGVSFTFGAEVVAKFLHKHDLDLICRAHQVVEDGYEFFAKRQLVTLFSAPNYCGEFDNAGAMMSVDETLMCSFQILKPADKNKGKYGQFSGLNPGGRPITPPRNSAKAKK
JMJD2C inh: inhibitors of GASC-1 histone demethylase, primary screen, biochemical, fluorescence, DELFIA europium; Lysine-specific demethylase 4C (Homo sapiens), Q9H3R0; GST-JMJD2C(1-420) H3K9me3 demethylation; inhibition, % at 2.35 µM; 330,000 compounds, 0.069% hits;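 active = more than half of a compound's replicate wells show inhibition beyond 50%, single wells judged on their own value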;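 also: signal counts dimethyl H3K9 product captured on neutravidin plate; 0% = median of DMSO wells and 100% = 0.3 times that DMSO median; strong numbers were not always called active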
* hit, by the source's call; x = no result given; & = joins results of further samples.

Molecule | TPT1 inhibitor | EBNA-1 inh | PP5 inh | CR mimetic SO | core dimer inh | ZTA counter | Fh CTSL1 inh | PP1 counter | JMJD2C inh
Cc1cc(C(=O)CSc2nncs2)c(C)n1-c1ccc2c(c1)OCO2 | -1 | -4 | 4.1 | 100 | 6 | -10 | 1 | 3 | 16
Cc1cc(NC(=O)CSc2nccn2-c2ccc(F)cc2)no1 | 6 | 6 | -0.4 | 95 | 2 | 2 | -1 | -3 | 1
Cc1ccc(-n2c(SCC(=O)N(C)C3CCS(=O)(=O)C3)nc3ccccc3c2=O)cc1 (configuration not stated) | 1 | 4 | 0.2 | 102 | 3 | 12 | 1 | -2 | 13
COc1cccc(C(=O)Nc2cccc3cccnc23)c1OC | 3 | -25 | 2.8 | 99 | -6 | -21 | 2 | -1 | -3
CSc1nc2nc(C(F)(F)F)cc(-c3ccccc3)n2n1 | 0 | 0 | -1.2 | 99 | 1 | 19 | 2 | -7 | -13
CCOc1ccc(-c2ccc(SC)nn2)cc1 | 1 | 11 | 1.9 | 86 | 0 | -3 | -2 | -1 | -1
Cc1ccc(NC(=O)Nc2ccc(Cl)c(Cl)c2)nc1 | 2 | -11 | 1.0 | 106 | -6 | 9 | -3 | -3 | 7
CCOc1ccccc1NC(=S)N(CCC(C)C)C1CCN(C(C)=O)CC1 | -1 | -2 | 0.9 | 112 | 4 | 9 | 0 | -3 | -13
NC(=S)Nc1ncc(C(F)(F)F)cc1Cl | -1 | -5 | 2.1 | 96 | 1 | -7 | 3 | 1 | 4
CCCc1c(O)c2ccccc2[nH]c1=O | 4 | 2 | -0.5 | 102 | -6 | 7 | -4 | -1 | 5
COc1ccc(Cn2c(CO)cnc2SCC(=O)Nc2cccc(NC(C)=O)c2)cc1 | 2 | -3 | 1.8 | 124 | -3 | -5 | -1 | -7 | -3
O=C(N/N=C/c1ccccn1)c1ccncc1 | -2 | 0 | -2.2 | 103 | -6 | -5 | -5 | 3 | -10
CCOc1ccc2oc(C(=O)OCC(=O)N3CC(C)OC(C)C3)c(C)c2c1 (configuration not stated) | x | x | 0.1 | 88 | x | 8 | x | 3 | 6
COc1ccc(NC(=O)NC2(C(=O)N3CCN4CCCC4C3)CCCCC2)cc1 (configuration not stated) | 1 | -9 | 0.4 | 100 | -13 | -21 | -3 | 2 | 2
CN(C(=O)COC(=O)CNC(=O)c1ccc(C(C)(C)C)cc1)c1c(N)n(Cc2ccccc2)c(=O)[nH]c1=O | 2 | 0 | 1.2 | 113 | -1 | -8 | -1 | -2 | 20
CCN(CC)c1nc(Nc2ccccc2)nc(Oc2ccc(=O)n(C)n2)n1 | 1 | 13 | 2.2 | 100 | 5 | 7 | 3 | 0 | -12
O=c1[nH]c2ccc(S(=O)(=O)N3CCCCC3)cc2s1 | 2 | 3 | -1.0 | 90 | 5 | 10 | 3 | 2 | -9
S=c1nc(C23CC4CC(CC(C4)C2)C3)[nH][nH]1 | -1 | -9 | 2.0 | 97 | -2 | 1 | -1 | -4 | -15
OCC1CCCN(c2nc(CN3CCCCC3)nc3scc(-c4ccccc4)c23)C1 (configuration not stated) | 0 | -5 | 2.2 | 103 | -10 | -1 | 4 | -5 | -3
Cc1cccc(-c2noc(CCC(=O)NCC3CCCO3)n2)c1 (configuration not stated) | -4 | 6 | 2.5 | 84 | -30 | -8 | 3 | -3 | 31
CCCCOc1ccc(C(=O)NCCCC(=O)N2CCCCC2)cc1 | 0 | -4 | 2.3 | 98 | -3 | 7 | 0 | -1 | 8
Cc1ccc2c(c1)C(=O)C(=O)N2CCCOc1ccccc1C | 0 | 9 | 2.1 | 91 | 5 | 8 | -1 | 15* | -1
COc1ccc2[nH]c(C)c(C(=O)CN3CCN(C/C=C/c4ccccc4)CC3)c2c1 | 0 | 2 | 2.2 | 103 | -4 | 12 | 2 | 0 | 1
C#CCO[C@@H]1C[C@H](n2cnc3c(NC(=O)c4ccccc4)ncnc32)O[C@@H]1CO | 1 | -2 | 0.6 | 106 | -8 | -7 | 0 | -5 | -3
COc1ccc(S(=O)(=O)Nc2ccc3cn[nH]c3c2)cc1[N+](=O)[O-] | x | x | -0.6 | 111 | x | 6 | x | -3 | 12
COc1ccccc1CNC(=O)C1CCN(S(C)(=O)=O)CC1 | -4 | 4 | -1.8 | 85 | 0 | -5 | -3 | -2 | -6
O=C1c2ccccc2NC(c2cccc([N+](=O)[O-])c2)N1CCc1ccccc1 (configuration not stated) | 5 | 3 | 4.8 | 89 | 6 | -2 | 0 | -3 | -10
C=CCn1c(SCC(=O)NC(=O)NCC(C)C)nnc1C1CCCCC1 | 8 | -9 | 2.2 | 99 | 0 | 10 | -6 | -2 | -15
O=C(C1CCCN(S(=O)(=O)Cc2ccccc2)C1)N1CCC(Cc2ccccc2)CC1 (configuration not stated) | -2 | -6 | 2.7 | 100 | 6 | 0 | 9 | 5 | -16
CC(C)CN(C1CCS(=O)(=O)C1)S(=O)(=O)c1ccc2ccccc2c1 (configuration not stated) | -1 | 6 | 0.6 | 95 | 2 | 1 | 2 | 0 | 20
O=C(COC(=O)c1cccnc1Nc1ccccc1F)NCCN1C(=O)CSC1=O | -2 | 1 | 2.0 | 88 | 1 | -16 | 0 | -2 | 4
Cc1cccc(NC(=O)Cc2ccc(Br)cc2)n1 | 2 | -1 | 0.0 | 97 | 4 | 9 | 2 | 1 | -5
C/C(=N\NC(=O)c1ccc(-n2cnnn2)cc1)c1ccc(Cl)cc1 | x | x | 0.5 | 100 | x | -14 | x | -3 | -1
N#Cc1nc(-c2ccccc2)oc1NCc1ccco1 | -3 | 6 | 0.8 | 107 | -2 | 12 | 4 | -2 | -1
Cc1ccc(CN2CCN(C(=O)CCc3ccccc3)CC2)cc1 | -4 | -6 | 0.8 | 92 | -10 | -3 | 3 | 6 | 1
CCC(=O)N1N=C(c2ccc(NS(=O)(=O)CC)cc2)CC1c1ccc(C)cc1 (configuration not stated) | -4 | 7 | 1.9 | 91 | 4 | 2 | 4 | 0 | 6
COc1ccc(CNc2nc(NCc3ccc(OC)cc3)n(S(C)(=O)=O)n2)cc1 | -3 | 7 | 1.4 | 108 | -6 | 13 | -1 | 2 | -2
Cc1cnc(NC(=O)CCCSc2nc3ccccc3s2)s1 | 1 | 23 | 3.4 | 105 | 0 | 3 | -5 | 1 | -10
COc1ccc(C2N=C(c3ccccc3)NO2)cc1OC (configuration not stated) | 1 | 10 | 0.6 | 102 | 11 | -6 | 0 | 0 | -3
O=C(CN1CCCN(Cc2ccc(F)cc2Cl)C1=O)NC1CCCCCC1 | -1 | -4 | 0.1 | 97 | 0 | 1 | -1 | 43* | 2
CCCCn1c(CN2CCN(c3cccc(Cl)c3)CC2)nc2c1c(=O)n(C)c(=O)n2C | 2 | 9 | 4.0 | 102 | -10 | 5 | -1 | 0 | -7
O=C(NCCS(=O)(=O)N1CCN(c2ccccc2F)CC1)c1cccs1 | 0 | 1 | -0.1 | 99 | -3 | 3 | -1 | 1 | 8
COc1cc(C(=O)N2CC(C)OC(C)C2)c([N+](=O)[O-])cc1OC (configuration not stated) | -1 | 8 | 0.0 | 106 | 1 | 7 | 2 | 1 | -30
Cc1noc(C)c1COC(=O)c1cc2c3ccccc3n(C)c2s1 | 0 | -2 | 2.4 | 94 | -27 | 3 | 6 | 4 | -17
COc1nc(OC)nc(N(C)CCO)n1 | -5 | -1 | -1.1 | 103 | -3 | 13 | -3 | -3 | -3
CC(=O)Nc1cccc(NC(=O)Nc2cccc(F)c2)c1 | -2 | 11 | -0.3 | 113 | -1 | 7 | -3 | 1 | 19
CCOC(=O)CSc1nc2ccccc2c(=O)n1CC1COc2ccccc2O1 (configuration not stated) | 2 | 9 | 4.4 | 101 | 2 | 5 | 2 | 4 | -5
COc1cc(C(=O)OCCN2CCOCC2)ccc1O | -3 | -7 | 2.5 | 114 | 3 | -3 | -1 | -2 | -1

Compound profiles, from the list above. Values in the order: TPT1 inhibitor	EBNA-1 inh	PP5 inh	CR mimetic SO	core dimer inh	ZTA counter	Fh CTSL1 inh	PP1 counter	JMJD2C inh
`COc1cc(C(=O)OCCN2CCOCC2)ccc1O` is entered as -3	-7	2.5	114	3	-3	-1	-2	-1
`COc1cc(C(=O)N2CC(C)OC(C)C2)c([N+](=O)[O-])cc1OC` (configuration not stated) is entered as -1	8	0.0	106	1	7	2	1	-30

Further entries
Molecule | TPT1 inhibitor | EBNA-1 inh | PP5 inh | CR mimetic SO | core dimer inh | ZTA counter | Fh CTSL1 inh | PP1 counter | JMJD2C inh
COc1ccc2cc3[n+](cc2c1OC)CCc1cc2c(cc1-3)OCO2 | -6&0 | 4&-17 | 1.8&0.7 | 99 | -4&-9 | 1&14 | 3&3 | -1&0 | 2
CCCCn1c(N)c(N(CC(C)C)C(=O)c2ccc3c(c2)NC(=O)C(C)S3)c(=O)[nH]c1=O (configuration not stated) | -1 | 9 | 1.0 | 106 | 7 | -15 | -2 | -3 | -3
O=c1oc(-c2ccccc2NS(=O)(=O)c2ccc(F)cc2)nc2ccccc12 | 0 | -1 | 1.0 | 112 | 4 | -2 | -1 | 0 | 1
COc1ccc(-c2nc(C#N)c(NCc3ccc(F)cc3)o2)cc1OC | -2 | 9 | 2.5 | 98 | 0 | 1 | 3 | 2 | 35
CN1C(=O)/C(=C/c2ccco2)SC1=Nc1ccc(N2CCOCC2)cc1 | 2 | 11 | 0.7 | 100 | 10 | 18 | -1 | -3 | 4
CCOC(=O)C1=C(C)NC(C)=C(C(=O)OCC)C1C(=O)OCC(=O)NC | -1 | 0 | 1.5 | 85 | -6 | -16 | 1 | 0 | x
Cc1cc(C)cc(NC(=O)C2CCCN2C(=O)Oc2ccccc2)c1 (configuration not stated) | 0 | 8 | 1.5 | 101 | -2 | 6 | -1 | -3 | -9
COc1ccc(NS(=O)(=O)c2ccc(C)c(C(=O)NCC(c3ccco3)N(C)C)c2)cc1 (configuration not stated) | 2 | -5 | 0.4 | 94 | 0 | 1 | 5 | -8 | -7
Cc1cc(C)c2c(c1)OC(O)(C(F)F)CC2=O (configuration not stated) | 0 | 8 | 0.0 | 94 | 1 | -18 | 2 | -2 | 20
CCNC(=S)N1CCc2cc(OC)c(OC)cc2C1COc1ccccc1OC (configuration not stated) | -1 | -1 | 0.2 | 122 | -2 | -11 | -2 | 4 | -3
Cc1ccc(C(=O)Nc2cc3c(oc2=O)CCCC3=O)cc1 | -1 | 2 | 2.2 | 118 | -3 | 1 | -1 | -1 | -2
Cn1c(=O)[nH]c(=O)c2c1nc(NCCCn1ccnc1)n2Cc1ccc(F)cc1 | -1 | -13 | 2.7 | 92 | 0 | -14 | -1 | 0 | -24
CCCCC[C@H](O)/C=C/[C@H]1[C@H](O)CC(=O)[C@@H]1CCCCCCC(=O)O | -5 | 7 | 0.1 | 106 | -7 | -1 | -2 | 3 | 31
